Screening data as filed in PubChem BioAssay.
Eya2 inh = qHTS Assay for Inhibitors of the Phosphatase Activity of Eya2; hit rate 0.006% among 330,000; recombinant Eya2, OMFP fluorescence dephosphorylation (OMFP is methylfluorescein phosphate); Protein phosphatase EYA2 (Homo sapiens), O00167; Potency, µM (titrated, usually from 76.9 µM), without a hit: at the highest dose activity, negative = inhibition, hits mostly inhibitors; also: potency is read from the fitted curve at half-maximal effect; % is scaled to controls: 0 for no effect and ±100 for the full control effect
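Eya2 protein (added as 0.2 uM solution) was preincubated with compound for 10 min at ambient temperature in 50 mM HEPES pH 7.5, 50 mM NaCl, 5 uM MgCl2, 0.05% BSA, 1 mM DTT. OMFP (added at 50 uM) then reacted 10 min; fluorescence read at 485/525 nm.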
TSHR antagonist = Antagonists of the Thyroid Stimulating Hormone Receptor: HTS campaign. Thyrotropin receptor (Homo sapiens), P16473. TSHR-expressing cells, TSH-stimulated cAMP HTRF, 2 h; hits give low values. activity change, negative = inhibition, % at 11.5 µM. hit rate 0.2% among 330,000;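 active = activity change below a set negative limit, meaning inhibition stronger than a set level, cut at about -70% in these data; inconclusive = activity change between two set negative limits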; also: % is scaled to controls: 0 for no effect and ±100 for the full control effect
Target sequence (P16473 whole entry, looked up): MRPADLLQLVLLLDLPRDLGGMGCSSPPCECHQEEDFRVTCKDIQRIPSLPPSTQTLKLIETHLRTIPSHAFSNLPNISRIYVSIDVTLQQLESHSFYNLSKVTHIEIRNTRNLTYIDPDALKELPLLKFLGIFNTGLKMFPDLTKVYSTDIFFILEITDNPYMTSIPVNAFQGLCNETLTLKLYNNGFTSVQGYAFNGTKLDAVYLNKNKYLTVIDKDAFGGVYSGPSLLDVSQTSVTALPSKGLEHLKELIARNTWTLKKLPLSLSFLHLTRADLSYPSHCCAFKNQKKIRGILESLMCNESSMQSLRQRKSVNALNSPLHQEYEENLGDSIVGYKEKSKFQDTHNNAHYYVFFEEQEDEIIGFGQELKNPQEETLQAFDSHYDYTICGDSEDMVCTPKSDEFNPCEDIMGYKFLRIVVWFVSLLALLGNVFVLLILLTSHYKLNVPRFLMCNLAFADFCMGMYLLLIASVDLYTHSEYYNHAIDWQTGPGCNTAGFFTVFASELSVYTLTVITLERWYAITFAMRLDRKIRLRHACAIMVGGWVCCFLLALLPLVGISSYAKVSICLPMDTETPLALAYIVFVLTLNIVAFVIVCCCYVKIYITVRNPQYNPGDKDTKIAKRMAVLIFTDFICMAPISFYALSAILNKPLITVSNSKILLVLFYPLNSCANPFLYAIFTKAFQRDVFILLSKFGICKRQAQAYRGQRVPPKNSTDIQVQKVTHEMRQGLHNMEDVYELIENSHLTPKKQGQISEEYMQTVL
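Competitive HTRF cAMP read-out (cryptate anti-cAMP antibody, cAMP-d2; 30 min, room temperature) in freshly harvested TSHR cells. Compounds added before TSH at EC80 (4nM final), followed by 2 hours' incubation at 37 deg C.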
MBNL1-CUG inh = qHTS Assay for Inhibitors of MBNL1-poly(CUG) RNA binding; Potency, µM (doses to about 57.5 µM), for inactives: at the top dose activity change, negative = inhibition, actives largely listed as inhibitors; TR-FRET MBNL1-His/biotin-(CUG)12 binding, 665/545 ratio; Muscleblind-like protein 1 (Homo sapiens), Q9NR56; hit rate 0.036% among 280,000; active = well fitted inhibition curve with a large enough effect in the signal ratio, with a control signal flat, not every such curve was filed as active; inconclusive = small, poorly fitted or top-dose-only effect, or effect the other way, or a change in a side signal; inactive = no such curve, though single readings can be large or run the other way; the % refers to the signal ratio; also: potency is read from the fitted curve at half-maximal effect; % is scaled to controls: 0 for no effect and ±100 for the full control effect
Target sequence (Q9NR56 whole entry, looked up): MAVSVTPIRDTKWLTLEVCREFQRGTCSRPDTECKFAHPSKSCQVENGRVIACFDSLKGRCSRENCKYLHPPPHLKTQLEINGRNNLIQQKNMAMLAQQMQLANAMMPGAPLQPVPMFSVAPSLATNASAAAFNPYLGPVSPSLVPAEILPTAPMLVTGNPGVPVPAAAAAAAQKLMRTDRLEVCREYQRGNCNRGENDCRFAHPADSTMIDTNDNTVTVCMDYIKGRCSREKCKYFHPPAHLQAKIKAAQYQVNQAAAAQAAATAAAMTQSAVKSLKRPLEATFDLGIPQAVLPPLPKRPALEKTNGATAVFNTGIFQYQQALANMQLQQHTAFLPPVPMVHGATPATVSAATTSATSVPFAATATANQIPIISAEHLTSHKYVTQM
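Inhibition of protein-RNA binding appears as loss of TR-FRET between terbium anti-His antibody on MBNL1-His and streptavidin-XL665 on biotin-(CUG)12. Activity is normalized to buffer-only and uninhibited-complex controls.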
Menin MLL FP TR = qHTS Assay for Inhibitors Targeting the Menin-MLL Interaction in MLL Related Leukemias: Competition With Texas Red Labeled MLL-derived Mutant Peptide. Potency, µM (titrated, usually from 61.6 µM), without a hit: at the top dose FP activity change, negative = inhibition, usual class: inhibitors. AID 1768, 2009. Menin + Texas Red MLL mutant peptide, fluorescence polarization. O00255. hit rate 0.23% among 270,000; active = well fitted inhibition curve with a large enough effect in the polarisation, with a control signal flat, not every such curve was filed as active; inconclusive = small, poorly fitted or top-dose-only effect, or effect the other way, or a change in a side signal; inactive = no such curve, though single readings can be large or run the other way; the % refers to the polarisation; also: potency is read from the fitted curve at half-maximal effect; % of control where 0% means no effect; many of its hits are not listed in these tables
KCNH2 WT inh = qHTS for Inhibitors of KCHN2 3.1: Wildtype qHTS. AID 720551, 2013. hit rate 0.37% among 340,000. U2OS, BacMam KCNH2, thallium flux FluxOr; hits give low values. activity change, % at 1.84 µM;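 active = maximum activity change below -70%; inconclusive = maximum activity change between -70% and -50%; inactive = maximum activity change above -50%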; also: % is scaled to controls: 0 for no effect and ±100 for the full control effect
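U2OS cells were transduced with wild-type KCNH2 virus (2.03 x 10^8 / mL) for 4 h at room temperature, then cultured overnight at 37 C. Thallium flux was read with FluxOr dye. Rate constants were normalized to DMSO controls.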
Mito fusion act = qHTS Assay for Small Molecule Inhibitors of Mitochondrial Division or Activators of Mitochondrial Fusion; S. cerevisiae fusion-defective mutant growth rescue, CellTiterGlo 48 h; Potency, µM (doses to about 46.1 µM), without a hit: top-dose growth rescue (activation), most hits filed as activators; hit rate 0.23% among 320,000;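 also: potency is read from the fitted curve at half-maximal effect; % of control where 0% means no effect; nearly all actives have a fitted effect of over 45% in size; temperature-sensitive fusion mutants such as fzo1-1 at 37 °C on non-fermentable ethanol glycerol medium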
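S. cerevisiae fusion-defective temperature-sensitive mutants (e.g. fzo1-1, mgm1-5) grown 48 h at 37C in YPEG (ethanol/glycerol non-fermentable) medium with 23 nl compound per well; growth rescue read as CellTiterGlo luminescence.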
GALK inhibitor = qHTS Assay for Inhibitors of Human Galactokinase (GALK). P51570. Purified GALK, Kinase-Glo residual ATP luminescence. Potency, µM (highest dose often 57.5 µM), for the others: at the top dose activity change, negative = inhibition, most hits filed as inhibitors. hit rate 0.007% among 270,000; also: potency is read from the fitted curve at half-maximal effect; % is scaled to controls: 0 for no effect and ±100 for the full control effect
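Kinase-Glo Plus luminescence measured ATP left after a 1 h room-temperature reaction. The reaction used 5 nM GALK, 100 uM galactose and 35 uM ATP at pH 8.0 (20 mM HEPES, 5 mM MgCl2, 60 mM NaCl, 1 mM DTT, 0.01% BSA).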
PKM2 activator = qHTS Assay for Activators of Human Muscle isoform 2 Pyruvate Kinase. Pyruvate kinase PKM (Homo sapiens), P14618. purified PKM2, Kinase-Glo ATP luminescence, activation; response scale: 0% is enzyme alone, no compound. Potency, µM (highest dose often 57.5 µM), without a hit: top-dose activation, usual class: activators. hit rate 0.34% among 260,000; also: potency is read from the fitted curve at half-maximal effect; % is scaled to controls: 0 for no effect and ±100 for the full control effect; nearly all actives have a fitted effect of over 55% in size
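hPK-M2, >95% pure; 0.1 mM ADP / 0.5 mM PEP final; imidazole pH7.2 buffer w/ 7 mM MgCl2, 50 mM KCl; 1 h RT; Kinase-Glo lum. Intermediate enzyme activity for dual inhibitor/activator qHTS.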
BCR signal inh = qHTS Assay to Find Inhibitors of Chronic Active B-Cell Receptor Signaling. ABC-DLBCL IkBa-CBG/CBR reporter, luminescence ratio, 4 h. Potency, µM (highest dose often 46.1 µM), for the others: top-dose ratio change, negative = lower green/red ratio, hits mostly inhibitors. hit rate 0.05% among 340,000. AID 493014, 2011; active = well fitted inhibition curve with a large enough effect in the signal ratio, with a control signal flat, not every such curve was filed as active; inconclusive = small, poorly fitted or top-dose-only effect, or effect the other way, or a change in a side signal; the % refers to the signal ratio;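 also: potency is read from the fitted curve at half-maximal effect; plate controls were basal doxycycline-induced cells for no effect and cells given 10 µM MG132 for full effect; MG132 reads +100%, hits lower the ratio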
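Compounds up to 46 uM were incubated four hours with TMD8 cells whose green CBG68 luciferase is fused to IkappaBalpha; red CBR luminescence normalised the signal, and concentration-effect curves were fitted to fusion, red and ratio data.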
USP2a inh = qHTS Assay for Inhibitors of Ubiquitin-specific Protease USP2a Using CHOP2 as the Reporter | USP2 core, Ub-CHOP2 coupled fluorogenic reporter, 485/531 | Potency, µM (titrated, usually from 38.3 µM), for the others: at the top dose activity change, negative = inhibition, hits mostly inhibitors | hit rate 0.01% among 330,000 | AID 463254, 2010;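 also: potency is read from the fitted curve at half-maximal effect; plate controls were DMSO wells for no effect and full inhibition by NEM control for full effect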
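Deubiquitinase activity read as fluorescence (485/531 nm) after Ub-CHOP2 cleavage activates the enterokinase reporter on its substrate; USP2 core 10nM, Ub-CHOP2 and substrate 25nM each, 30min compound preincubation then 60min RT; data normalized to NEM, curves fitted.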
S-ASM inh = Inhibitors of Secretory Acid Sphingomyelinase (S-ASM): qHTS; Sphingomyelin phosphodiesterase (Homo sapiens), P17405; placental ASM, HMU-PC fluorogenic substrate, 60 min; Potency, µM (titrated, usually from 57.5 µM), for the others: at the top dose activity change, negative = inhibition, hits mostly inhibitors; hit rate 0.006% among 340,000; AID 504937, 2011; also: potency is read from the fitted curve at half-maximal effect
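Human placenta-derived ASM preincubated with compound 10 min at room temperature, then reacted with 9 uM (final) fluorogenic HMU-PC substrate for 60 min at 37 C. Stop solution raises pH to 10; fluorescence read at Ex 386/Em 447 nm.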
* = called active by the depositor; u = inconclusive; x = no result given; [ ] = remark or other dose. Unless noted, calls follow the shape of the dose curve; as a rule, active = well fitted curve in the direction sought with a large enough effect; inconclusive = small, poorly fitted or top-dose-only effect, or another doubt; inactive = no such curve, though single readings can be large; an effect the other way counts as inactive or inconclusive. A portion of the library (hit frequency here may not be typical).

SMILES | Eya2 inh | TSHR antagonist | MBNL1-CUG inh | Menin MLL FP TR | KCNH2 WT inh | Mito fusion act | GALK inhibitor | PKM2 activator | BCR signal inh | USP2a inh | S-ASM inh
CCOP(=O)(OCC)C(NC(=O)c1cc([N+](=O)[O-])cc([N+](=O)[O-])c1)C(F)(F)F (stereo unspecified) | 14% | -1 | u | 3% | 8 | -8% | 1% | 5% | 12% | 6% | -2%
CCC1(CC)NC(=O)N(CC(=O)OC(C)C(=O)Nc2ccc(Cl)cn2)C1=O (stereo unspecified) | -31% | 5 | x | x | -5 | -1% | x | x | 2% | 3% | 5%
Cc1ccc(S(=O)c2ccc(NC(=O)C3CC3)cc2C#N)cc1 (stereo unspecified) | 11% | -13 | x | -2% | 0 | 2% | 1% | 8% | -3% | 1% | 3%
Cc1ccc(C)c(NC(=O)C(Sc2nc3ccc(C)cc3[nH]2)c2ccccc2)c1 (stereo unspecified) | 2% | -22 | x | u | -10 | 8% | 0% | 2% | 1% | 4% | -1%
CCN1CCN(c2cc(C)c3cc(NC(=O)Cc4ccc(OC)c(OC)c4)ccc3n2)CC1 | 4% | 2 | u | -1% | -1 | -9% | 1% | 12% | u | 2% | x
COc1ccc(NS(=O)(=O)c2cc(NC(=O)CC3CCCC3)ccc2N2CCOCC2)cc1 | 0% | -29 | -4% | -5% | -2 | 5% | -1% | -4% | u | -20% | -10%
COc1ccc(S(=O)(=O)N(CC(=O)NCC2CCCO2)Cc2ccccc2)cc1 (stereo unspecified) | -4% | 1 | -3% | -8% | -9 | 10% | 12% | x | 2% | 1% | 4%
Cc1cc(Cl)nc(Cl)c1C(=O)NCc1ccc(Cl)cc1 | 15% | 4 | -5% | 33%[activator] | -10 | -32% | 1% | x | 1% | 2% | -1%
COc1ccccc1N1CCN(S(C)(=O)=O)CC1 | 3% | 14 | -4% | -2% | -29 | 1% | -2% | -1% | 7% | 2% | 1%
OCCC1CN(Cc2cccn2-c2nccs2)CCN1Cc1ccc(F)c(F)c1 (stereo unspecified) | -6% | 6 | -5% | -11% | -47 | 6% | 7% | 1% | 3% | -1% | -2%
CCOC(=O)c1oc2cccc(OC(C)=O)c2c1C | 0% | 13 | -6% | -3% | 5 | 4% | 2% | -12% | u | 0% | -2%
COc1ccc(C/C(C)=N/NC(=O)c2ccc(C)cc2C)cc1 | 14% | 3 | x | -3% | 3 | 12% | 10% | -4% | u | 0% | 1%
CCCc1cc(=O)n2nc(N3CCC(C(=O)NCc4ccco4)CC3)sc2n1 | 0% | 19 | -5% | x | 20 | 2% | -8% | x | 1% | 4% | 3%
Nc1cc2c(cc1O)CCCC2 | -5% | -10 | 8% | u | 1 | -2% | 1% | u | -15% | 1% | 5%
Cc1ccc(C)c2[nH]c(=O)c(CCNC(=O)c3ccc(S(=O)(=O)N4CCOCC4)cc3)cc12 | -12% | 44 | -20% | -21% | 11 | 0% | -4% | 2% | -5% | 3% | -2%
Cc1ccsc1/C=C(\CC(=O)O)c1nc2ccccc2o1 | 2% | -8 | 10% | x | 2 | -1% | -2% | -6% | u | 0% | 5%
CC1(c2ccccc2)NC(=O)N(CC(=O)N2CCN(S(=O)(=O)c3cccc([N+](=O)[O-])c3)CC2)C1=O (stereo unspecified) | -13% | 1 | x | x | -6 | 2% | x | x | -10% | 3% | -4%
COc1ccc(S(=O)(=O)N2CCN(C(=O)c3ccco3)CC2)cc1OC | -9% | 57 | 17% | 12% | -1 | 0% | 1% | 6% | 9% | 1% | 4%
Cc1[nH]n(-c2ccccc2)c(=O)c1C=Nc1cccc(F)c1 | -4% | -7 | 0% | x | 6 | -4% | 0% | -5% | u | 0% | 0%
COc1ccccc1/C=C/C(=O)N1CCCC1 | 1% | -3 | -8% | -13% | -13 | 7% | 1% | -2% | 0% | 2% | 4%
CSc1ccc(Cl)c(C(=O)Nc2ccc(OCC(N)=O)cc2)c1 | 7% | 7 | 4% | -14% | -19 | -2% | 0% | -9% | u | 2% | 4%
CC(=O)Nc1ccc(S(=O)(=O)Oc2ccc(/C=C3\SC(N)=NC3=O)cc2)cc1 | -6% | -1 | u | 14µM* | 3 | -3% | -1% | 1% | u | 1% | -2%
CCN(CC)c1ccc(/C=C/C(=O)c2cccnc2)cc1 | 7% | 8 | 0% | -25% | 0 | 7% | 2% | x | 7% | 0% | -3%
COC(=O)c1ccccc1NC(=O)CN1CCN(C(=O)c2ccco2)CC1 | -4% | 1 | 0% | -28% | -5 | 0% | 0% | 7% | -1% | 2% | -1%
COC(=O)Cn1cnc2c(cnn2-c2ccccc2)c1=O | 7% | 2 | -2% | 4% | -3 | -1% | 1% | -4% | 9% | 0% | -4%
O=C(COC(=O)/C=C/c1cccc(Cl)c1)NCCc1ccccc1 | -17% | 1 | x | u | -2 | 2% | 0% | -2% | 0% | -2% | -3%
O=C(CSc1nnc(NC(=O)C2CC(=O)N(c3ccccc3)C2)s1)NC1CCCC1 (stereo unspecified) | 11% | -13 | -1% | 0% | -2 | 2% | 1% | -1% | 0% | 0% | 0%
CCCOc1ccc(OC(=O)Cc2ccc(OC)c(S(=O)(=O)N3CCOCC3)c2)cc1 | 6% | -2 | x | x | 1 | 2% | x | x | -21% | 0% | -2%
CN(C)S(=O)(=O)c1cccc(NC(=O)COC(=O)C2CCN(C(=O)c3ccc(F)cc3)CC2)c1 | -2% | -15 | x | x | -1 | -2% | x | x | -3% | 0% | -3%
C=CCNC(=O)c1ccc(OC2CCN(S(=O)(=O)N(C)C)CC2)cc1 | 3% | 6 | -1% | 0% | 3 | 5% | -1% | -8% | u | 1% | 1%
COc1ccc(Nc2nc(OC)nc(N3CCOCC3)n2)cc1 | 13% | -10 | -1% | 11% | 2 | -8% | 1% | 2% | u | 0% | 1%
Cc1ccc2nc(-c3ccccn3)cc(C(=O)NCCc3ccc(F)cc3)c2c1 | 5% | 12 | 1% | 13% | -14 | -6% | 0% | -4% | 0% | 3% | -1%
Cc1cc(C(=O)NNC(=S)NCc2ccccc2)no1 | 10% | 13 | -4% | -2% | 16 | -7% | -6% | -2% | 0% | 1% | 1%
COc1ccc(CN2CCN(C(=O)CCC(=O)Nc3nnc(C(C)C)s3)CC2)cc1F | -7% | -5 | -2% | x | 9 | 0% | 3% | x | -20% | 1% | 0%
COc1ccc(/C(C)=N/NC(=O)CNC(=O)/C=C/c2ccccc2OC)cc1 | -8% | 7 | 7% | 8% | 3 | -18% | 0% | x | -12% | -5% | 0%
Cc1ccc(S(=O)(=O)N2CCN(C)CC2)cc1-c1nnc2c3ccccc3c(C)nn12 | -24% | 3 | -1% | -12% | -2 | -3% | -1% | 4% | -13% | 1% | 0%
COc1ccc(NC(=O)c2cccnc2Cl)c(S(=O)(=O)N2CCOCC2)c1 | 9% | 0 | -6% | 1% | 14 | -1% | 1% | 3% | 5% | 3% | 3%
COc1ccc(-c2cc(C)nc(SCC(=O)c3cccc([N+](=O)[O-])c3)n2)cc1 | -10% | -14 | -4% | 25% | 2 | -3% | x | 1% | -18% | 5% | -3%
O=C(Cn1cnc([N+](=O)[O-])n1)NCCO | 1% | -7 | 15% | 1% | -4 | 5% | 1% | -2% | 4% | 1% | 9%
